Source: PubChem (several laboratories)
Tn7 DDE FP: inhibitors of Tn7 peptide binding to human fibrin DD(E). FP displacement of FITC-Tn7 peptide from fibrin DD(E); 0% = median of compound wells per plate. actives 0.13% (n = 370,000). inhibition, % at 8.3 µM. P02675;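 active = inhibition above the mean of compounds falling within the control limits plus 3 SD of them, cut at about 14% in these data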;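 note: 0% = plate median of compound wells and 100% = 10 µM Aha-Tn7 peptide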
Target sequence (P02675 whole entry, looked up): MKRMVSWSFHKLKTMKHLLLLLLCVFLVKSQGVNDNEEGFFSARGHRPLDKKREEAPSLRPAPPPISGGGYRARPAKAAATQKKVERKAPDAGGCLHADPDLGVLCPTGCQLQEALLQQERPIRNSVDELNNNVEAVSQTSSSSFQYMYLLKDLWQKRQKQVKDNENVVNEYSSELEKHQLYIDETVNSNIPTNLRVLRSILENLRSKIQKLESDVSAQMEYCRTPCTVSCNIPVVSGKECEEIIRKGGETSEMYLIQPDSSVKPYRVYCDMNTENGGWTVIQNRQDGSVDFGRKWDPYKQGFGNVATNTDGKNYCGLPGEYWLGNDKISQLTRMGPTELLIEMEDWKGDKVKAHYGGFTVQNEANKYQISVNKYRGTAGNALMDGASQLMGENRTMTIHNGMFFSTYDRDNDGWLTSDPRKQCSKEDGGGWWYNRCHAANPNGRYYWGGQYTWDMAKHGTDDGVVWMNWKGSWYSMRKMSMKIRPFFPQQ
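Measure: % inhibition scaled between sample-field median and high-control FP; Test system: human fibrin DD(E); Quantity: 2 µM final DD(E) protein; Doses: one dose, 8.3 µM nominal; Schedule: compound with protein 10 min, then 3 h after probe, room temperature; Detection: fluorescence polarization; Medium: Tris buffer with calcium and detergent, pH 7.8.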
PLC-beta3 inh: blocks human PLC-beta3 enzyme activity; Q01970; actives 0.18% (n = 370,000); inhibition, % at 12.2 µM; Purified PLC-beta3, fluorogenic substrate, fluorescence; in the data active = inhibition above about 11%;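 note: 0% = median of compound wells on plate and 100% = full blocker control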
Rev-erbA mod: modulators of human Rev-erb alpha DNA binding | P20393 | Rev-erbα–FITC-DNA binding, fluorescence polarization, 90 min | activity, % at 10 µM | actives 0.79% (n = 370,000) | AID 1259318;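 active = activity above about 14%, limit read from the data; passing the limit was not always enough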;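 note: 0% = DMSO wells with 35 nM protein and 100% = DMSO wells with 750 nM protein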
proKLK7 act: proKLK7 (human) activation, primary screen; P49862; purified proKLK7, EDANS-DABCYL substrate fluorescence; 100% is mature enzyme control, 0% vehicle; activation, % at 7 µM; actives 0.9% (n = 370,000); AID 652039;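 active = activation above the mean of all tested compounds plus 3 SD, computed per campaign excluding outliers beyond control limits, cut at about 13% in these data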
Target sequence (P49862 whole entry, looked up): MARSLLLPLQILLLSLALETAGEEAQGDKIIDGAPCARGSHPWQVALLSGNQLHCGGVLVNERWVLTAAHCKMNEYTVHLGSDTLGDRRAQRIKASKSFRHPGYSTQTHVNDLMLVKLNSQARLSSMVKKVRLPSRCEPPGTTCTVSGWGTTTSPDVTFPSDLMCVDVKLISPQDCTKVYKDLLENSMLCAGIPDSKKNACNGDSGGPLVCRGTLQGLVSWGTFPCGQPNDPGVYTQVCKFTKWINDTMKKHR
HGIII-sPLA2 inh: Inhibits HGIII-sPLA2 liposome hydrolysis, primary screen; Q9NZ20; QFRET BODIPY PC-A2 liposome hydrolysis, fluorescence; inhibition, % at 12.2 µM; actives 0.56% (n = 370,000);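 active = inhibition above mean plus 3 SD of compounds lying within the high and low control bounds, cut at about 19% in these data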;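 note: 0% = median of test compound wells and 100% = no enzyme DMSO wells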
ARFGAP1 inhibitor: inhibits rat ARF GTPase activating protein 1; Q62848; Arfgap1-stimulated ARF1 GTP hydrolysis, GDP FP detection; inhibition, % at 16.5 µM; actives 0.26% (n = 360,000); AID 651572;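 active = inhibition above a per-plate limit, mean inhibition of low control wells plus 3 SD, cut at about 25% in these data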;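 note: 0% = DMSO wells with enzyme and 100% = wells lacking Arfgap1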
Target sequence (Q62848 1-136 limits assumed): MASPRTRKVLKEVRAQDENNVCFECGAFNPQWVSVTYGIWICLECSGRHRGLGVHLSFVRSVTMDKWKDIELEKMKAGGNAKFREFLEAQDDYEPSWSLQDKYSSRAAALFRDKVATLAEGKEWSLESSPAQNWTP
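System: truncated rat Arfgap1 GAP domain / Benchmarks: high control wells lacking Arfgap1, low control full reaction with DMSO / Times: compound-enzyme preincubation 20 min, reaction 120 min, detection 60 min, 25 °C / Repeats: one replicate per compound / Also added: human ARF1(Δ1-17)-GTP substrate / Measured by: Tracer-displacement fluorescence polarization with EDTA stop, 620/688 nm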
UHRF1 binding: human UHRF1 methylated DNA binding inhibitors. Q96T88. UHRF1 binding to methylated oligo, TR-FRET. inhibition, % at 4.4 µM. actives 0.75% (n = 370,000); in the data active = inhibition above about 21%;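 note: UHRF1 SRA domain binding a hemimethylated CpG hairpin DNA probe; 0% = median of test compound wells and 100% = reference inhibitor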
PLC-gamma1 inh: inhibitors of human phospholipase C gamma1. actives 0.84% (n = 370,000). purified PLC-gamma1, fluorogenic substrate, fluorescence. inhibition, % at 12.2 µM; in the data active = inhibition above about 9.5%
DDE Tn6 FP inh: inhibitors of Tn6 peptide binding to human fibrin DD(E); P02675; Fibrin DD(E) TRITC-Tn6 fluorescence polarization displacement; inhibition, % at 8.3 µM; actives 0.21% (n = 370,000); AID 720509;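 active = inhibition above a per-campaign cutoff: mean of compounds within control limits plus 3 SD, cut at about 15% in these data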;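 note: 0% = median of all compound wells on the plate and 100% = blocking peptide control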
ASAP1 inh: inhibitors of human ASAP1 ArfGAP activity; ASAP1-stimulated ARF1 GTP hydrolysis, GDP FP detection; inhibition, % at 16.5 µM; actives 0.19% (n = 360,000); Q9ULH1; in the data active = inhibition above about 25%;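 note: 0% = vehicle with enzyme and substrate and 100% = no enzyme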
Active calls of the source: *; / = no result given.

SMILES	Tn7 DDE FP	PLC-beta3 inh	Rev-erbA mod	proKLK7 act	HGIII-sPLA2 inh	ARFGAP1 inhibitor	UHRF1 binding	PLC-gamma1 inh	DDE Tn6 FP inh	ASAP1 inh
CC(C)(C)OC(=O)N1CCC(NC(=O)c2[nH]cnc2C(=O)Nc2ccc(Br)cc2F)CC1	2	0	4	0.0	1	-1	0	-2	5	-19
Cc1cccc(CCNC(=O)C2CCCN(S(=O)(=O)c3cccc4nsnc34)C2)c1 (stereo not given)	0	9	5	0.3	14	16	4	17*	10	-11
COc1ccccc1-c1nc2n(n1)C(c1ccc(Cl)cc1)C(C(N)=O)=C(C)N2 (stereo not given)	-11	-11	-2	-0.2	3	15	-2	-5	1	5
CCOC(=O)c1cn(CC(=O)Nc2ccc(OC)cc2OC)nn1	4	-2	-8	-0.5	3	2	1	0	-3	2
Cc1ccnc(Nc2nc3ccccc3o2)n1	11	1	2	-0.9	2	1	-1	0	-6	-4
Cc1ccc(SC(=O)COc2ccc(C)c(C)c2)cc1	3	-3	12	0.1	0	-2	4	4	-7	-12
C=CC[N+]1(CC#CCOC(c2ccccc2)c2ccccc2)CCOCC1	9	1	5	0.0	7	-10	1	-1	13	5
O=C(COC(=O)CNC(=O)C1CCCCC1)NCc1ccc(Cl)cc1	-5	-3	2	0.1	6	3	0	0	3	-3
CCOC(=O)CC(C(=O)OCC)P(=O)(c1ccccc1)c1ccccc1 (stereo not given)	-4	2	2	0.2	5	5	18	5	6	4
Cc1ccccc1C1CC(c2ccccc2OC(F)F)Nc2ncnn21 (stereo not given)	2	3	-1	0.6	-4	5	3	3	1	-8
O=C(CCN1C(=O)CSc2ccccc21)Nc1ccc(C(F)(F)F)cc1	2	-9	-5	-1.1	2	7	1	0	0	5
O=C(c1ccc(F)cc1)C1CCN(C(=S)Nc2ccccc2Cl)CC1	3	-8	9	0.0	13	12	0	3	-11	8
CCOC(=O)C1CCCCN1C(=O)c1cc2ccc(OC)cc2c2cc(OC)c(OC)cc12 (stereo not given)	7	-2	-5	-0.7	-4	-2	-1	-2	2	-3
CCC(C)C(=O)Nc1ccc(OC)cc1[N+](=O)[O-] (stereo not given)	-5	1	4	0.4	2	0	0	3	1	5
O=C(c1ccc(C(F)(F)F)cc1)C1CCCN(C(=O)CCc2ccncc2)C1 (stereo not given)	8	-3	-2	0.2	-3	-3	-2	2	3	3
CCOC(=O)C1CCN(c2c(NCCCN(C)C3CCCCC3)c(=O)c2=O)CC1	1	2	-5	0.1	0	-3	-1	-1	-6	-1
COc1cccc(N2C(=O)[C@H]3C(C(=O)c4cnccn4)=NN[C@H]3C2=O)c1	5	-5	-4	0.2	-6	6	-3	0	-3	1
CCc1nnc(NS(=O)(=O)c2ccc(N/C=C\C(=O)c3ccc(F)cc3)cc2)s1	-3	-15	-4	-0.5	-18	-7	1	-13	-7	-3
CCCCn1c(CCCNC(=O)c2ccco2)nc2ccccc21	7	4	3	0.0	2	-5	0	12*	7	-2
O=C(COc1cc2oc(=O)c3c(c2cc1Cl)CCCC3)NCc1cccnc1	8	-8	5	-0.3	5	-10	-4	-2	-6	-9
COC(=O)Nc1ccc(C)c(NC(=O)OC)c1	-7	3	3	-0.1	-2	0	0	2	-2	3
CC(=O)OCCN1C(=O)c2ccc(-c3nc4ccccc4c(=O)o3)cc2C1=O	7	2	1	-0.4	3	8	1	3	7	-5
C[C@H]1CN=C(N(C)C)N1CCCC1CCCC1	-5	1	-5	-1.0	-6	-1	-1	-2	-4	0
CCc1nc2c(OCc3ccc(F)c(F)c3)cccn2c1N(C)C(=O)C1CC1	0	0	5	0.6	-3	-5	-2	2	-3	10
O=C(OCC#CCSc1nnc(-c2cccc3ccccc23)o1)c1ccc(F)nc1	4	-23	0	/	-7	/	3	-7	4	/
SMILES	Tn7 DDE FP	PLC-beta3 inh	Rev-erbA mod	proKLK7 act	HGIII-sPLA2 inh	ARFGAP1 inhibitor	UHRF1 binding	PLC-gamma1 inh	DDE Tn6 FP inh	ASAP1 inh
CC(C)OC(=O)c1ccc(NC(=O)Cn2c(-c3nonc3N)nc3ccccc32)cc1	-1	-2	-2	-0.3	-37	9	-3	-2	6	0
COc1ccc(N(CC(O)Cn2c(C)nc3ccccc32)S(=O)(=O)c2ccccc2)cc1 (stereo not given)	6	1	3	0.2	9	0	2	-1	4	9
O=C(Cc1n[nH]c(=O)c2ccccc12)N/N=C/c1cc2c(cc1Cl)OCO2	4	-12	-4	0.1	7	4	2	-1	4	-13
CC(=O)Nc1ccc(-n2cnnn2)cc1	7	3	-4	-0.4	-1	-2	0	2	7	-2
CC(C)[C@H](N)C(=O)N1CCC[C@@H]1C(=O)N1CCC2CCN(S(=O)(=O)c3ccccc3)CC21 (stereo not given in full)	3	0	2	0.1	5	/	-8	0	2	/
O=C(c1cccc(S(=O)(=O)NCc2ccccc2)c1)N1CCN(c2ccc(F)cc2)CC1	1	-2	-3	0.0	-16	4	-1	0	-3	11
CN(C)c1ccc(CN(C(=O)/C=C/c2ccco2)C2CCS(=O)(=O)C2)cc1 (stereo not given)	7	-8	-3	0.4	4	15	3	-1	1	-11
Cc1cc(O)cc(O)c1C(=O)Cc1cnn(-c2ccccc2)c1	-2	2	/	0.2	-35	-7	2	2	0	-3
O=C(NCc1ccccc1)O[C@@H]1CC[C@@]23CCCN2C(=O)CCC[C@H]3C1	-2	2	4	/	0	/	-1	-1	0	/
COC(=O)C1=C(N)Oc2c(oc(CO)cc2=O)C1c1ccc(F)cc1 (stereo not given)	-1	-7	-4	0.1	9	-2	2	2	-8	-12
CN(C)S(=O)(=O)c1ccc(NC(=O)CCNC(=O)c2ccc([N+](=O)[O-])cc2)cc1	0	2	-7	-0.4	0	0	1	2	0	9
CN(CCOc1ccc(Cl)cc1)C(=O)c1cc([N+](=O)[O-])ccc1N1CCOCC1	-3	-6	3	-0.3	-8	-1	0	0	0	5
Cc1ccc(NC(=O)COC(=O)Cn2cnc3ccccc32)c([N+](=O)[O-])c1	2	-3	6	-0.1	1	1	-2	3	-6	0
CCCCC(=O)Nc1cccc(NC(=S)NC(=O)C(C)C)c1	6	-1	2	-0.1	3	-1	-1	-2	7	-1
Cc1cc(Cl)ccc1NC(=S)NCc1ccc(S(N)(=O)=O)cc1	4	0	6	-0.1	5	-3	3	2	2	-3
C=CCNC(=O)c1cc2c(=O)n3cccc(C)c3nc2s1	-7	-159	0	3.2	4	-2	-4	-124	-2	6
Nc1nnc2cc(Br)ccc2n1	-9	-9	5	-0.1	-5	6	2	-10	4	3
COc1ccc(OCc2n[nH]c(=S)o2)cc1	1	-1	4	-0.2	9	1	1	-2	7	-7
O=C1CC(NCc2ccncc2)C(=O)N1c1ccccc1 (stereo not given)	1	-7	-1	-0.3	-4	-5	17	-4	4	7
CCC1CCC(N2CCN(c3cccc(OC)c3)CC2)CC1 (stereo not given)	-6	-6	-10	0.6	4	5	0	-3	5	-1
O=C(CCc1c[nH]c2ccccc12)N=Nc1c(O)[nH]c2ccccc12	2	4	2	-0.1	-69	11	-6	3	-3	21
COc1ccc(C(=O)OCC(=O)NCc2ccco2)cc1S(=O)(=O)N1CCN(c2cccc(Cl)c2)CC1	-2	9	5	0.9	-16	6	0	1	-10	4
Cc1ccc(C2c3c(oc4ccccc4c3=O)C(=O)N2CCCN2CCOCC2)o1 (stereo not given)	-5	-57	1	1.8	-4	-2	-5	-47	1	-4
CN(CC(=O)NCCc1ccc(F)cc1)Cc1cccc(Cl)c1	-4	-6	2	-0.4	2	9	1	3	-4	2
Cc1ccc(S(=O)(=O)NC(C)(C)CSc2nncn2C)cc1	6	-3	-3	-0.4	5	-3	1	-3	-2	8

3 entries already listed, ordered by count of non-hydrogen atoms, high to low:
SMILES	Tn7 DDE FP	PLC-beta3 inh	Rev-erbA mod	proKLK7 act	HGIII-sPLA2 inh	ARFGAP1 inhibitor	UHRF1 binding	PLC-gamma1 inh	DDE Tn6 FP inh	ASAP1 inh
COc1ccc(C(=O)OCC(=O)NCc2ccco2)cc1S(=O)(=O)N1CCN(c2cccc(Cl)c2)CC1	-2	9	5	0.9	-16	6	0	1	-10	4
O=C(Cc1n[nH]c(=O)c2ccccc12)N/N=C/c1cc2c(cc1Cl)OCO2	4	-12	-4	0.1	7	4	2	-1	4	-13
CC(=O)Nc1ccc(-n2cnnn2)cc1	7	3	-4	-0.4	-1	-2	0	2	7	-2

(next part)
SMILES	Tn7 DDE FP	PLC-beta3 inh	Rev-erbA mod	proKLK7 act	HGIII-sPLA2 inh	ARFGAP1 inhibitor	UHRF1 binding	PLC-gamma1 inh	DDE Tn6 FP inh	ASAP1 inh
CC[C@]1(c2ccccc2OC)ON(c2ccccc2C(F)(F)F)C1=O	6	-6	6	-0.6	-1	-3	1	-3	3	-8
CC(=O)/C=C\c1ccccc1OC(=O)c1cc2ccccc2oc1=O	10	-4	-2	1.6	6	14	0	-1	-5	0
CC(C)CCNC(=O)C1CCN(c2nnc(-n3cccc3)s2)CC1	1	3	1	0.3	-2	-3	0	2	6	4
O=C(CSC1=NCCS1)N1CCc2ccccc21	-4	3	-2	0.3	4	0	0	2	8	6
CC(C)CCNC(=O)c1cccc(S(=O)(=O)N2CCc3ccccc32)c1	-1	1	2	-0.3	-27	-2	1	1	-6	-2
O=C(OC12CCCN(C1)/C(=C/c1ccc(Cl)cc1)C2)c1ccccc1 (stereo not given)	-11	4	9	0.3	-10	/	3	4	-9	/
C(=C\c1nc(N2CCCCCC2)c2ccccc2n1)/c1ccccc1	-1	-53	-2	-6.0	-12	0	0	-53	-6	3
c1ccc(-c2ccccc2OCCN2CCCCC2)cc1	-8	4	-1	-0.1	-3	-10	-1	2	-6	3
COc1cccc(-c2ncc3ccccc3c2COC(=O)CCCC(=O)O)c1	6	-3	4	0.8	5	6	2	-2	0	20
COc1ccccc1-n1c(=O)c(C#N)c(-c2ccc([N+](=O)[O-])cc2)c2cc(C(=O)c3ccccc3O)cnc21	0	4	4	-1.0	3	10	1	8	0	2
CCN(CC)c1ccc(/C=N/NC(=O)CNC(=O)C2COc3ccccc3O2)c(O)c1 (stereo not given)	-3	-56	6	-4.4	5	0	-1	-38	4	5
O=C(CC1CCCCC1)NCCCN1CCOCC1	-4	1	-3	-0.5	0	8	-3	-1	9	-9
COc1cccc(CNC(=O)c2ccc(Cl)c(NC3=NC4CS(=O)(=O)CC4S3)c2)c1 (stereo not given)	3	2	5	0.4	3	-12	1	0	-2	2
Cc1sc2nc(C)n(/N=C/c3ccc(O)cc3)c(=O)c2c1C	2	4	-4	-0.1	-3	3	-1	5	0	7
COc1ccccc1NC(=O)c1nnn(Cc2ccccc2)c1NC(C)=O	1	2	-2	0.5	-2	-2	0	1	2	-8
Cc1snc2sc(C(=O)c3ccc(Br)cc3)c(N)c12	-4	1	-11	0.5	2	-2	1	-3	2	1
CCCc1cc(C(=O)NNC(=S)NCc2ccccc2)cs1	2	-1	-6	-0.2	3	-6	-2	-2	0	5
